Screening data as filed in PubChem BioAssay.
LGR2 antag: blocks bursicon-induced cAMP signaling via Drosophila LGR2 | HEK293 LGR2, CRE-luciferase, bursicon-stimulated, 4 h | inhibition, % at 9.99 µM | 380,000 tested, 0.35% active | AID 720647;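 active = drop in luminescence signal, shown as inhibition above about 50% in the replicate tests, limit read from the data, passing the limit was not always enough; inconclusive = probably only some replicates passing the limit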;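 note: agonist challenge used bursicon conditioned medium at about half maximal strength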
Cneo AK release: Cryptococcus neoformans lysis via adenylate kinase release; lysis activity, % at 15 µM; C. neoformans lysis, adenylate kinase release luminescence, 4 h; normalised: neutral wells 0, clomiphene wells 100; 360,000 tested, 0.2% active;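 active = mean lysis activity across replicates of at least 80%, whatever share of replicates individually reach that level; inactive = mean lysis activity below 80%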
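Assay system: C. neoformans cells. Amount: yeast cell density of 5 × 10^6 cells/mL. Technique: AK luminescence. Buffer or medium: YPD. Times: static 4 h at 37 °C with compound, 1 h detection. Dosing: single-point compound dose. Read-out: lysis from increased AK signal.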
Xi reactivation: reactivates the inactive X chromosome in mouse fibroblasts; activation, % at 7.58 µM; XiGFP mouse fibroblasts, % GFP-positive cells imaging, 3 d; cells co-treated with 5-aza-dC sensitizer; scaled so ellipticine positive control = 100%; AID 743238; 360,000 tested, 0.055% active;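 active = mean normalized replicate activation at least 10% and every replicate at or above 10%; inconclusive = only one of the two criteria met; inactive = mean below 10% and not all replicates reach 10%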;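 note: 0% = median of on-plate neutral control wells and 100% = ellipticine 6 µM median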
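System: SV40-immortalized XiGFP fibroblast cells, line 68-5-11 / Incubation: 3-day compound exposure, then 15 min fixation at room temperature / Compound: single concentration per compound, delivered by pin transfer / Buffer or medium: DMEM plus 5-aza-dC sensitizer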
PGC1a acetyl inh: modulators of PGC1a acetylation; 350,000 tested, 0.17% active; U2OS PGC1a acetylation, AlphaScreen anti-acetyl-lysine; with virally co-expressed GCN5 acetyltransferase; inhibition, % at 15.6 µM;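 active = every replicate shows inhibition of at least 40%; inconclusive = mean inhibition at least 40% but some replicate below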;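 note: 0% = neutral control wells and 100% = positive control wells; some results beyond the cut were filed as inactive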
Statin myotox sup: suppression of simvastatin myotoxicity. C2C12 myotubes + simvastatin, ATP luminescence, 48 h; scaled: DMSO 0, geranylgeraniol control 100. rescue of ATP level, % at 7.49 µM. 330,000 tested, 0.78% active. AID 602340;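 active = mean ATP rescue above about 67%, or every replicate alone reaching that limit, limit read from the data, passing the limit was not always enough; inconclusive = no clear call, values can overlap the other calls; inactive = mean under the limit and some replicate under it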;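 note: myotubes were challenged with 10 µM simvastatin during compound exposure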
SIRT5 inh: blocks human SIRT5 desuccinylation of peptide | Q9NXA8 | inhibition, % at 15 µM | Purified SirT5, succinyl-peptide AMC, trypsin-coupled fluorescence | 330,000 tested, 1.1% active; in the data active = inhibition above about 15%; inconclusive = no clear call, values can overlap the other calls
ERAP1 HTS inh: blocks human ERAP1 aminopeptidase activity; recombinant ERAP1, Leu-AMC fluorescence, 60 min; inhibition, % at 10.7 µM; 340,000 tested, 0.15% active; AID 652197;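 active = mean replicate inhibition of at least 30%, or all replicates individually reaching that 30% level; inactive = mean below 30% and not every replicate reaching it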;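 note: 0% = neutral control wells and 100% = L-leucinethiol positive control wells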
Target sequence (Q9NZ08 whole entry, looked up): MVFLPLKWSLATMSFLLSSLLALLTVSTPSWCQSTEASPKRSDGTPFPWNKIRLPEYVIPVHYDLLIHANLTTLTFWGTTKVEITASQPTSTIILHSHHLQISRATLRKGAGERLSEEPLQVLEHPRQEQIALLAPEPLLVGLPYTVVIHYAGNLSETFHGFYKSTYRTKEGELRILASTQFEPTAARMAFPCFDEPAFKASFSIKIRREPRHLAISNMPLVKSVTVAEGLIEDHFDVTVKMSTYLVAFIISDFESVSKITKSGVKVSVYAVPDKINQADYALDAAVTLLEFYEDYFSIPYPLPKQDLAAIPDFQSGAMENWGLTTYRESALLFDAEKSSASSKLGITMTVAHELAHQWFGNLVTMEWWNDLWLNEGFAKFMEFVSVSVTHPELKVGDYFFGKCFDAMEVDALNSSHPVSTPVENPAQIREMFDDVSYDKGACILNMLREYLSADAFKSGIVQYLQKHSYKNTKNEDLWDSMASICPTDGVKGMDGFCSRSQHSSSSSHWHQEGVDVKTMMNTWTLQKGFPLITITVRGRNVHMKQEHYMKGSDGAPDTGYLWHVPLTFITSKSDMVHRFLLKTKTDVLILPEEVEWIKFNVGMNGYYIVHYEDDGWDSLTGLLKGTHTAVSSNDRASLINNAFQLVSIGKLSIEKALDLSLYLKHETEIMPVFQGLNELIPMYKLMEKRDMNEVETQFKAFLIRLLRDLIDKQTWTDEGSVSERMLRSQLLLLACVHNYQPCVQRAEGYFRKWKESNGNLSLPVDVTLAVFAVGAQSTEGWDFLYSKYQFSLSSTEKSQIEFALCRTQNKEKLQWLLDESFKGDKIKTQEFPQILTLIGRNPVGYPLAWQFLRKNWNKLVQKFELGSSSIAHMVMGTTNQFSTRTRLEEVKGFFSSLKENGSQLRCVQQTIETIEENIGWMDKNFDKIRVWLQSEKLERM
S100A4 inh HTS: blocks human S100A4 binding to myosin IIA peptide; AID 652163; P26447; 360,000 tested, 0.14% active; inhibition, % at 10.7 µM; S100A4/TAMRA-MyoIIA peptide fluorescence polarization;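 active = mean inhibition of at least 70% across replicates, with every replicate also reaching that level; inconclusive = mean inhibition reaches 70% but some replicates fall short; inactive = mean inhibition below 70%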
Target sequence (P26447 whole entry, looked up): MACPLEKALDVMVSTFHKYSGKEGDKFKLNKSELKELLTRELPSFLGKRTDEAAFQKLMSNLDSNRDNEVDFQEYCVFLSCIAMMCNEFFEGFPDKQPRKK
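Compound dosing: one dose per compound; test system: human S100A4 monomer with TAMRA-labelled myosin IIA peptide; probe or stimulus: TAMRA-labelled myosin IIA heavy-chain peptide probe, 5 nM; medium: HEPES buffer with Ca2+, pH 7.2; schedule: 5 min incubation before reading; benchmarks: neutral control DMSO, positive control TFP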
Numbers without * were called inactive; ? = inconclusive; · = not tested or not shown; & = joins results of further samples. These rows are one share of the data; the hit share may differ from the screen's.

SMILES	LGR2 antag	Cneo AK release	Xi reactivation	PGC1a acetyl inh	Statin myotox sup	SIRT5 inh	ERAP1 HTS inh	S100A4 inh HTS
COCCOC(=O)c1c(NC(=O)CN2CCc3ccccc32)sc(C(N)=O)c1C	31	-8	0.7	3	2	3	1	-4
COc1cc(/C=C2\SC(=O)N(CC(=O)Nc3ccccc3F)C2=O)cc(Cl)c1O	32	0	1.3	9	-16	-1	0	-3
O=C(CCCSc1nc2ccccc2s1)NCc1ccc2c(c1)OCO2	-15	·	0.0	·	9	-1	6	0
C[C@@H]1CCCCO[C@H](CN(C)C(=O)c2ccccc2)[C@@H](C)CN([C@@H](C)CO)C(=O)c2cc(NC(=O)NC3CCCCC3)ccc2O1	-11	44	0.4	4	-44	7	-4	-13
COc1ccc(/C=C/C(=O)OCC(=O)NC2CCS(=O)(=O)C2)cc1 (stereo not drawn)	-7	0	0.3	·	0	3	-4	4
O=C(C[C@@H]1C=C[C@H](NC(=O)Nc2cccc(F)c2)[C@@H](CO)O1)NCC1CCCCC1	-23	-4	0.4	-10	-1	0	-1	3
Cc1ccc(Nc2cccc(C(F)(F)F)c2)nn1	-19	·	0.4	-4	·	0	-1	-2
C=CCOC(=O)C1=C(C)NC(=O)NC1c1ccc(N(C)C)cc1 (stereo not drawn)	-8	-1	0.0	·	-4	3	-4	-2
Cc1cccc(S(=O)(=O)N[C@@H]2CC[C@@H](CCNS(=O)(=O)c3ccccc3F)O[C@@H]2CO)c1	1&-9	16	0.5&0.1	6	2	0	2&-3	-14&0
CCOC(=O)C(NC(=O)CC(C)C)(Nc1sc(C)c(CC)c1C#N)C(F)(F)F (stereo not drawn)	0	·	-0.1	·	·	0	-3	2
O=C(COC(=O)c1ccc(F)cc1)NCCCc1ccccc1	-1	3	0.3	11	16	-5	2	-16
CCCCCCCNC(=O)c1ccc(N2CCC3(CC2)OCCO3)c([N+](=O)[O-])c1	3	·	0.0	·	·	5	-3	4
CC1CC(C)CN(C(=O)CNC(=O)c2ccc3ccccc3c2)C1 (stereo not drawn)	-14	1	0.4	3	·	-3	0	-5
Cc1c(NC(=O)CSCc2ccccc2)cccc1C(=O)O	-21	-2	0.3	3	-4	·	-7	-5
CN(C)CC(=O)Nc1ccc2c(c1)[C@H]1C[C@@H](CC(=O)NCc3cccc(F)c3)O[C@H](CO)[C@H]1O2	-13	-2	0.1	-4	3	-1	0	11

An excerpt of these results, with bars between the fields:
structure | LGR2 antag | Cneo AK release | Xi reactivation | PGC1a acetyl inh | Statin myotox sup | SIRT5 inh | ERAP1 HTS inh | S100A4 inh HTS
COc1cc(/C=C2\SC(=O)N(CC(=O)Nc3ccccc3F)C2=O)cc(Cl)c1O | 32 | 0 | 1.3 | 9 | -16 | -1 | 0 | -3
C=CCOC(=O)C1=C(C)NC(=O)NC1c1ccc(N(C)C)cc1 (stereo not drawn) | -8 | -1 | 0.0 | · | -4 | 3 | -4 | -2

Some entries already given, limited to S100A4 inh HTS and Cneo AK release:
Molecule	S100A4 inh HTS	Cneo AK release
CCOC(=O)C(NC(=O)CC(C)C)(Nc1sc(C)c(CC)c1C#N)C(F)(F)F (stereo not drawn)	2	·
Cc1c(NC(=O)CSCc2ccccc2)cccc1C(=O)O	-5	-2

New compounds follow.
SMILES	LGR2 antag	Cneo AK release	Xi reactivation	PGC1a acetyl inh	Statin myotox sup	SIRT5 inh	ERAP1 HTS inh	S100A4 inh HTS
CN(C)c1cccc(NC(=O)C2Cc3c(-c4ccccc4Oc4ccccc4)ccnc3O2)c1 (stereo not drawn)	-4	-1	-0.1	·	·	3	-2	-1
CC(C)(C)N(Cc1ccccc1)C(=O)COC(=O)c1ccccc1SCC(=O)N1CCCC1	6	·	-0.1	·	·	-1	1	4
Cc1n[nH]c(C)c1CCNCc1ccc(OCC(O)CN2CCCCC2)cc1 (stereo not drawn)	-5	·	-0.1	6	·	-1	0	0
CCC(=O)N(C)C[C@H]1Oc2cc(-c3ccccc3OC)ccc2S(=O)(=O)N([C@@H](C)CO)C[C@@H]1C	-2	1	1.2	-8	-12	-6	3	-4
O=C(CN1CCCCC1)NNC(=O)c1ccc([N+](=O)[O-])cc1	6	-2	0.2	1	-3	-2	0	-3
Cc1ccc(C)c(NC(=O)Cn2nnc(-c3ccc(N4CCOCC4)cc3)n2)c1	-25	·	0.1	·	·	1	-1	-4
CNC[C@@H]1Oc2ccc(NS(=O)(=O)c3ccc(Cl)cc3)cc2C(=O)N([C@H](C)CO)C[C@H]1C	2	108*	-0.8	1	13	1	0	-7
COc1ccc(-c2cc3nc(NCCN4CCCC4)n(C)c(=O)c3s2)cc1OC	29	-4	0.2	-32	-25	-10	-2	1
CCN(CC)CCOC(=O)c1ccc(NC(=O)COc2cc(=O)n(CC)c3ccccc23)cc1	10	·	·	-13	5	-2	3	2
CN(C)CCCNC(=O)C[C@H]1C=C[C@@H](NC(=O)Cc2cccnc2)[C@@H](CO)O1	6	1	0.0	-3	-8	0	-1	1
COc1ccc(CCCc2nnc(SCc3nc4ccccc4c(=O)[nH]3)n2C)c(C)c1	11	·	-0.2	·	·	-4	·	-7
O=C(Nc1ccc2c(c1)C(=O)NC2=O)c1ccc(S(=O)(=O)N2CCCC2)cc1	-12	0	-0.1	-1	6	-5	5	0
Cc1ccccc1C(=O)N1CCC(C(=O)NN2C(=O)NC3(CCCCC3)C2=O)CC1	-11	-1	0.4	·	-1	-1	-2	2
COc1c(O)cnn(-c2ccccc2)c1=O	13	·	0.0	-4	·	0	·	-2
CCOc1ccc(N/C(=N/c2nc(C)cc(C)n2)NC(=O)CC)cc1	-3	·	0.0	·	·	1	4	-6

Fetched one by one from above:
SMILES	LGR2 antag	Cneo AK release	Xi reactivation	PGC1a acetyl inh	Statin myotox sup	SIRT5 inh	ERAP1 HTS inh	S100A4 inh HTS
COc1c(O)cnn(-c2ccccc2)c1=O	13	·	0.0	-4	·	0	·	-2
Cc1ccccc1C(=O)N1CCC(C(=O)NN2C(=O)NC3(CCCCC3)C2=O)CC1	-11	-1	0.4	·	-1	-1	-2	2

Ordered by length of the SMILES (rising): some entries from above.
SMILES	LGR2 antag	Cneo AK release	Xi reactivation	PGC1a acetyl inh	Statin myotox sup	SIRT5 inh	ERAP1 HTS inh	S100A4 inh HTS
C=CCOC(=O)C1=C(C)NC(=O)NC1c1ccc(N(C)C)cc1 (stereo not drawn)	-8	-1	0.0	·	-4	3	-4	-2
COc1cc(/C=C2\SC(=O)N(CC(=O)Nc3ccccc3F)C2=O)cc(Cl)c1O	32	0	1.3	9	-16	-1	0	-3
CN(C)c1cccc(NC(=O)C2Cc3c(-c4ccccc4Oc4ccccc4)ccnc3O2)c1 (stereo not drawn)	-4	-1	-0.1	·	·	3	-2	-1

The results go on:
SMILES	LGR2 antag	Cneo AK release	Xi reactivation	PGC1a acetyl inh	Statin myotox sup	SIRT5 inh	ERAP1 HTS inh	S100A4 inh HTS
CNC[C@H]1Oc2cc(C#CC3(O)CCCC3)ccc2S(=O)(=O)N([C@H](C)CO)C[C@@H]1C	-18	-7	0.0	-11	-4	2	0	-16
O=c1c(-c2ccc3c(c2)OCCO3)coc2cc(OC3OC(CO)C(O)C(O)C3O)ccc12 (stereo not drawn)	-10	-6	0.1	1	·	7	1	-2
Nc1ncnc(Oc2cccc(C(F)(F)F)c2)c1[N+](=O)[O-]	21	0	0.0	-4	4	-1	-1	0
COc1ccc2c3c(n(C)c2c1)[C@@H](CO)N(S(C)(=O)=O)CC31CN(C(=O)C2CCC2)C1	-11	·	0.3	·	·	-1	2	6
O=C(c1ccc(CS(=O)(=O)c2c(Cl)cccc2Cl)o1)N1CCN(c2ccccn2)CC1	0	1	-0.2	4	-7	·	-1	-1
O=S(=O)(/C=C/c1ccccc1)Nc1cccc(S(=O)(=O)NC2=NCCC2)c1	2	·	0.0	5	·	3	-3	-1
Nc1[nH]c(C(=O)c2ccccc2)c(-c2ccc3ccccc3c2)c1C(=O)NC1CC1	8	·	0.4	·	·	-1	-2	-4
COc1ccccc1N1C(=O)CC(N2CCN(c3ccc([N+](=O)[O-])cc3)CC2)C1=O (stereo not drawn)	12	2	0.0	·	7	3	2	-18
CCCC(=O)Nc1nnc(S(=O)(=O)N2CCCC2)s1	-7	-1	-0.1	-5	·	-2	-5	-7
Cc1ccccc1S(=O)(=O)NC(=O)C1(C)CCN1C(=O)C1(c2ccccc2)CCCC1 (stereo not drawn)	10	1	0.0	-7	11	·	2	0
CC(C)NC(=O)N[C@H]1C=C[C@@H](CC(=O)O)O[C@@H]1CO	10	8	-0.1	-4	-12	-1	2	0
Cc1cccn2cc(-c3cc4ccccc4oc3=O)nc12	-36	1	0.2	7	-17	-2	1	-1
CCOc1ccc(NC(=O)CCc2c(C)nn(-c3ccc(N4CCCCC4)nn3)c2C)cc1	-40	0	0.0	-15	5	-2	0	6
O=C(CSc1ccccn1)N1CCOCC1	11	2	0.1	-4	1	·	·	·
CC(C)c1ccc(NC(=O)c2sccc2-n2cccc2)cc1	-11	·	0.0	·	·	2	-2	-4
CCOC(=O)C1C(=O)C=C(Nc2ccccc2F)CC1c1ccccc1 (stereo not drawn)	-39	·	0.0	·	·	3	1	-1
Cc1ccc(-c2nc3ccc(Cl)cn3c2Cc2ccccc2C(F)(F)F)cc1	-74	-3	-0.3	-2	-5	-2	0	11
FC(F)Oc1ccc(NC(=S)Nn2cnnc2)cc1	-10	0	0.0	-5	-48	-5	1	-27
CC1=Nc2ccc(C)cc2N(Cc2ccccc2)C(=O)C1	?	0	0.1	-2	-10	5	1	-9
CSCCC(NS(=O)(=O)c1ccc(Br)cc1)C(=O)OCC(=O)NC1CC1 (stereo not drawn)	-27	3	0.1	12	-1	-2	0	-2
COc1ccc(CNC(=O)COC(=O)/C=C/c2ccc(Cl)cc2)cc1	-7	·	0.0	-2	·	-3	1	-3
COc1cc(CCC(=O)NCCc2ccc(F)cc2)cc(OC)c1OC	-6	-3	0.2	·	1	1	3	7
C=CCN(C(=O)c1ccccn1)C(C(=O)NCc1ccccc1)c1ccccc1F (stereo not drawn)	10	·	0.0	-6	·	0	2	-2
C[C@H](CO)N1C[C@H](C)[C@H](CN(C)S(=O)(=O)c2ccccc2)Oc2ncc(C#Cc3ccc(F)cc3)cc2C1=O	11	-1	-0.9	-13	?	4	0	-1
Cc1ccc(-c2nc(N)n(S(=O)(=O)c3ccc(C)cc3)n2)cc1	27	·	0.0	·	·	-4	-2	-2
COc1ccc(NC(=O)N(C)C[C@H]2Oc3c(NS(=O)(=O)c4ccc(OC)cc4)cccc3C(=O)N([C@H](C)CO)C[C@@H]2C)cc1	-11&2	0	0.1&-0.1	10&-8	5	3&-1	-1&1	10&-6
O=C(Cn1c2ccccc2c(=O)c2ccccc21)N/N=C/c1cc([N+](=O)[O-])ccc1N1CCCCC1	-3	-2	-0.1	6	·	·	·	·
COc1ccc(-c2cc(C(=O)OCC(=O)c3cccc([N+](=O)[O-])c3)c3cc(C)ccc3n2)cc1	5	·	0.0	·	·	-2	3	1
